# TbMetRS inhib: blocks T. brucei methionyl-tRNA synthetase activity; purified T. brucei MetRS, ATP depletion, Kinase-Glo luminescence; inhibition, % at 11.9 µM; 360,000 tested, 0.4% active; AID 624268;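 active means inhibition above a per-plate cutoff of the control wells' mean inhibition plus 3 SD, cut at about 5.5% in these data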;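 further: 0% = DMSO wells median and 100% = median of wells with control inhibitor compound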
#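 System: purified T. brucei MetRS enzyme / Detection: Kinase-Glo luciferase luminescence reporting remaining unconsumed ATP / Medium: HEPES buffer with MgCl2, KCl, DTT, spermine, BSA, pyrophosphatase / Replication: singlicate, one well per compound / Evaluation: percent inhibition relative to median high and low control wells / Schedule: 2 h aminoacylation at 25 °C after 15 min preincubation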
# MsrA act: activates bovine MsrA enzyme | purified bovine MsrA, absorbance read-out | activation, % at 10.6 µM | 360,000 tested, 0.3% active; in the data active means activation above about 7.5%;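 further: 0% = vehicle and 100% = reference activator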
# STEP block: inhibitors of human striatal-enriched phosphatase STEP; P54829; recombinant STEP, OMFP fluorogenic substrate, fluorescence; inhibition, % at 20 µM; 360,000 tested, 0.25% active; AID 588621;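 active means inhibition at 20 µM, scaled per plate between control wells, above about 37%, limit read from the data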;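 further: 0% = DMSO with enzyme and substrate and 100% = substrate only without enzyme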
#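 System: STEP phosphatase, cell-free reaction; Buffer or medium: Bis-Tris pH 6.0 buffer with DTT, detergent; Incubation: 20 min at room temperature, dark; Measured by: fluorescence, 480/540 nm.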
# LMPTP inh: blocks human LMPTP phosphatase. inhibition, % at 20 µM. 360,000 tested, 0.22% active. P24666. recombinant LMPTP-A, OMFP fluorogenic substrate, fluorescence intensity;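 active means compounds that cut the enzyme signal by at least half of the control window in the single-dose screen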;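 further: plate controls were DMSO wells with enzyme plus substrate for no effect and substrate without enzyme for full effect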
#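 Test system: LMPTP-A phosphatase enzyme; input: 0.625 nM LMPTP-A final; reagent: OMFP substrate, 400 µM final; compound dosing: 20 µM single dose, 3% DMSO; incubation: 50 min dark incubation at room temperature; measured by: endpoint fluorescence intensity from OMFP dephosphorylation; measure: % inhibition relative to no-enzyme and uninhibited control wells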
# NRP1-CendR mod: modulators of CendR peptide binding to human neuropilin-1. O14786. FAM-RPARPAR peptide binding to NRP-1, fluorescence polarization. inhibition, % at 25 µM. 360,000 tested, 0.85% active;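 active means inhibition or corrected inhibition above about 18%, plus a signal ratio from 0.5 to 1.5, limit read from the data, passing the limit was not always enough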; further: strong numbers were not always called active
# SUMO1-SIM PPI: SUMO1-SIM interaction modulation | P63165 | SUMO1 binding to a labelled peptide, TR-FRET, 1 h | inhibition, % at 20 µM | 360,000 tested, 0.33% active; in the data active means inhibition above about 37%
# Target sequence (P63165 whole entry, looked up): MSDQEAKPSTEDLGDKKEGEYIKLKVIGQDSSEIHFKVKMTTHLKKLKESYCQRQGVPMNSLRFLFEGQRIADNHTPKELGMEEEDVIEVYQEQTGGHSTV
# DNMT1 inh: inhibitors of human DNMT1; P26358; DNMT1 molecular beacon, Hinp1I cleavage, fluorescence; inhibition (reported as % activation of signal), % at 10 µM; 360,000 tested, 0.83% active; AID 588458; in the data active means inhibition above about 50%
# eLon inh: E. coli protease La inhibition | P0A9M0 | purified E. coli Lon protease, fluorescence polarization | inhibition, % at 7.94 µM | 360,000 tested, 0.42% active | AID 602123; in the data active means inhibition above about 13%, passing the limit was not always enough;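 further: 0% = enzyme with probe and DMSO and 100% = no enzyme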
# Target sequence (P0A9M0 whole entry, looked up): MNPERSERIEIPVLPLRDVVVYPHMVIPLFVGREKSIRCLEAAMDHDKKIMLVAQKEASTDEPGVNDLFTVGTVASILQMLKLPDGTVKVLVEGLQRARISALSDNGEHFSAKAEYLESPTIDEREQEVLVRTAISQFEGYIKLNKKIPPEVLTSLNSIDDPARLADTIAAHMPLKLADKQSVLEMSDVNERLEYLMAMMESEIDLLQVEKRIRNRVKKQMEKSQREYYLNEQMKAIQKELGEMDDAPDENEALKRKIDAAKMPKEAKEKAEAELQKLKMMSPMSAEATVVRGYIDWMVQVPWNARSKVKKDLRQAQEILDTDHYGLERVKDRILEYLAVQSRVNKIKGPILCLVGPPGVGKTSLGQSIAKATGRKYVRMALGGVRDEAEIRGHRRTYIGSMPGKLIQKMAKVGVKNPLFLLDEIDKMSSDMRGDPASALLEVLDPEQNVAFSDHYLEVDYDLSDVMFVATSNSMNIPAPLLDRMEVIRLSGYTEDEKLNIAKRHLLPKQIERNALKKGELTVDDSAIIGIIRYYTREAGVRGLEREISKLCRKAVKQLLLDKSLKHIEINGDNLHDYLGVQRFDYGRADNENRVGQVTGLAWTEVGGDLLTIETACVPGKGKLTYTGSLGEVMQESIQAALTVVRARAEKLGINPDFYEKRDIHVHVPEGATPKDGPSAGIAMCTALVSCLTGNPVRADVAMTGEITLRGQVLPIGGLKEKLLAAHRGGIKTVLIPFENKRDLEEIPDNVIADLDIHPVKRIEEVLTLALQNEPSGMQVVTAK
# Scp-1 inhibitor: blocks human Scp-1 phosphatase activity; Recombinant Scp1, phosphopeptide, malachite green phosphate absorbance; 340,000 tested, 0.88% active; Q9GZU7; inhibition, % at 20 µM;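 active means inhibition above about 50% at 20 µM, limit read from the data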;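 further: plate controls were DMSO wells with enzyme for no effect and wells lacking enzyme for full effect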
#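 Material: truncated SCP-1 phosphatase (76-261aa) / Buffer or medium: 50 mM Tris acetate pH 5.5, 0.005% Tween-20, 10 mM MgCl2 / Compound dosing: one concentration, 20 µM, with 1.0% DMSO / Incubation: 45 min room-temperature reaction, 5 min colour, 30 min stabiliser / Detection: colorimetric free-phosphate detection, absorbance 630 nm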
# MsrA inhibitor: inhibitors of bovine MsrA; purified bovine MsrA, absorbance read-out; inhibition, % at 15.5 µM; 360,000 tested, 0.75% active; AID 651718; in the data active means inhibition above about 4.5%;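 further: 0% = vehicle wells with enzyme and 100% = reference inhibitor wells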
# The depositor's hits bear a star.
SMILES,TbMetRS inhib,MsrA act,STEP block,LMPTP inh,NRP1-CendR mod,SUMO1-SIM PPI,DNMT1 inh,eLon inh,Scp-1 inhibitor,MsrA inhibitor
CC1CN(c2nc3ccccn3c(=O)c2/C=C(\C#N)C(N)=O)CC(C)O1 (centres undefined),-0.6,-1,2,-2.3,6,-18,2,4,-8,0.0
CC1(C)CC(=O)C=C(NCCN2CCN(C(=O)Nc3ccccc3)CC2)C1,-1.8,-10,11,-4.9,-11,1,4,-7,10,-0.8
COCCNC(=O)/C(C#N)=C/c1c(N2CCN(c3cccc(Cl)c3)CC2)nc2c(C)cccn2c1=O,-0.3,-1,1,3.6,19*,-27,-9,-1,-7,-0.2
Cc1ccc(NC(=O)C(=O)NCCc2c[nH]c3ccccc23)c(C)c1,0.0,-1,4,-0.5,14,3,19,-8,-10,-1.7
COc1cc([N+](=O)[O-])ccc1NC(=S)Nn1cnnc1,-0.5,-6,6,2.8,8,-28,0,-7,-6,1.2
CC12CCC(C(=O)N3CCCc4ccccc43)(CC1=O)C2(C)C (centres undefined),-0.4,-3,1,-2.2,3,0,-1,2,-1,2.8
C=CCC[C@@H](Cc1ccc(F)cc1)C(=O)OC[C@@H](Cc1ccccc1)NC(=O)[C@@H](CC=C)CC(=O)N[C@@H](CO)Cc1ccccc1,0.2,0,0,0.7,-4,-4,35,-4,-6,0.0
O=C(CCNC(=O)c1ccc([N+](=O)[O-])cc1)NCCc1ccccc1,-0.3,-2,-2,-0.7,6,-28,-1,-5,-8,0.3
Nn1c(SCC(=O)N2CCCC2=O)nnc1-c1cccs1,-0.1,-6,1,-1.4,12,-6,0,12,1,0.9
CCOCCCN(Cc1ccco1)S(=O)(=O)c1csc(C(N)=O)c1,-0.1,-2,-2,-0.7,9,3,1,4,-3,-0.3
Cc1ccccc1Nc1nnc(SCC(=O)c2c(N)n(C)c(=O)n(C)c2=O)s1,-1.2,-9,0,0.0,1,12,-1,9,7,0.2
O=C(Nc1ccccc1C(F)(F)F)N1CCCC(O)C1 (centres undefined),-0.3,-1,-3,1.6,4,1,-2,-2,-3,0.4
Cc1nnc(SCC(=O)NC(=O)NC(C)C)s1,0.1,-2,1,0.1,7,2,3,0,-7,1.1
O=C(CN1CCCCC1)NN(Cc1ccccc1)c1ccccc1,-1.1,-2,1,-0.7,6,-3,-3,-2,1,-0.4
CC(NC(=O)COC(=O)CCC(=O)c1ccc(F)cc1)c1ccccc1 (centres undefined),-0.6,-9,0,0.1,4,-3,4,-8,10,-0.7
Cc1nc(C)c(-c2csc(NCCc3ccccc3)n2)s1,0.9,-1,2,2.5,-6,-11,-16,-2,-8,0.0
O=C1CC(N2CCN(Cc3ccc(Cl)cc3)CC2)C(=O)N1CCc1ccccc1 (centres undefined),1.9,-3,-4,-0.8,-1,9,4,-8,-4,0.0
Cc1cccc(C(C)C)c1NC(=O)c1c(-c2ccccc2)noc1C,0.5,-2,-3,-0.8,5,-4,1,-3,-2,1.6
CC1CC(=O)c2cnc(N3CCOCC3)nc2C1 (centres undefined),-0.5,-4,-1,-0.8,3,-2,4,-8,3,0.3
CCN(CC(=O)NCc1cccs1)S(=O)(=O)c1cccc(Br)c1,0.1,-4,0,-1.1,1,-2,0,8,-8,0.8
Cc1cccc(-c2ccc(NC(=O)C3CCN(CC4CC4)CC3)cc2)c1,-0.3,0,3,2.2,-10,3,-1,1,0,0.5
O=C(Oc1ccc(N(Cc2cccs2)C2=NS(=O)(=O)c3ccccc32)cc1)c1ccco1,-0.9,-3,-1,0.9,-7,-3,8,1,-2,0.3
COc1ccc(C2CC(c3c(-c4ccccc4)c4cc(Cl)ccc4[nH]c3=O)=NN2S(C)(=O)=O)cc1OC (centres undefined),0.1,0,18,1.8,16,3,2,-2,-2,-0.8
CN(C)c1ccc(NS(=O)(=O)c2ccc(Cl)cc2)cc1,0.8,-1,-4,0.6,0,3,-4,-5,-7,1.3
CC(=O)Nc1ccc(NC(=O)COC(=O)c2cc([N+](=O)[O-])ccc2N2CCOCC2)cc1,0.0,-1,0,0.7,2,-27,-2,25,-7,1.9

# Single records, from the list above.
# CC1(C)CC(=O)C=C(NCCN2CCN(C(=O)Nc3ccccc3)CC2)C1 as listed: TbMetRS inhib: -1.8; MsrA act: -10; STEP block: 11; LMPTP inh: -4.9; NRP1-CendR mod: -11; SUMO1-SIM PPI: 1; DNMT1 inh: 4; eLon inh: -7; Scp-1 inhibitor: 10; MsrA inhibitor: -0.8
# C=CCC[C@@H](Cc1ccc(F)cc1)C(=O)OC[C@@H](Cc1ccccc1)NC(=O)[C@@H](CC=C)CC(=O)N[C@@H](CO)Cc1ccccc1 as listed: TbMetRS inhib: 0.2; MsrA act: 0; STEP block: 0; LMPTP inh: 0.7; NRP1-CendR mod: -4; SUMO1-SIM PPI: -4; DNMT1 inh: 35; eLon inh: -4; Scp-1 inhibitor: -6; MsrA inhibitor: 0.0

# NRP1-CendR mod, entries above that show a hit.
SMILES,TbMetRS inhib,MsrA act,STEP block,LMPTP inh,NRP1-CendR mod,SUMO1-SIM PPI,DNMT1 inh,eLon inh,Scp-1 inhibitor,MsrA inhibitor
COCCNC(=O)/C(C#N)=C/c1c(N2CCN(c3cccc(Cl)c3)CC2)nc2c(C)cccn2c1=O,-0.3,-1,1,3.6,19*,-27,-9,-1,-7,-0.2

# Returning to the listing with the 3 entries that preceded the break.
SMILES,TbMetRS inhib,MsrA act,STEP block,LMPTP inh,NRP1-CendR mod,SUMO1-SIM PPI,DNMT1 inh,eLon inh,Scp-1 inhibitor,MsrA inhibitor
COc1ccc(C2CC(c3c(-c4ccccc4)c4cc(Cl)ccc4[nH]c3=O)=NN2S(C)(=O)=O)cc1OC (centres undefined),0.1,0,18,1.8,16,3,2,-2,-2,-0.8
CN(C)c1ccc(NS(=O)(=O)c2ccc(Cl)cc2)cc1,0.8,-1,-4,0.6,0,3,-4,-5,-7,1.3
CC(=O)Nc1ccc(NC(=O)COC(=O)c2cc([N+](=O)[O-])ccc2N2CCOCC2)cc1,0.0,-1,0,0.7,2,-27,-2,25,-7,1.9
O=C(COc1ccc(S(=O)(=O)N2CCOCC2)cc1)NCCN1CCOCC1,-0.2,-4,-2,0.3,2,5,1,3,-1,0.7
COc1ccc(/C=N/NC(=O)c2ccc(Cn3cc([N+](=O)[O-])cn3)o2)c(OC)c1C,-0.2,-3,-4,0.0,-6,-1,1,0,-11,1.6
Cc1ccc(/C=N/NC(=O)c2ccc(NC(=O)c3ccc(Cl)cc3)cc2)o1,0.2,-5,3,41,4,4,27,0,3,-0.1
Cc1cccc(NC(=S)N/N=C(\c2ccccc2)C(C)C)c1,-1.2,-6,2,1.6,-5,-1,1,-5,-3,1.9
O=C(Oc1ccccc1)c1ccccc1,0.1,-4,2,0.2,13,6,-5,-10,-4,-0.2
CCOc1ccc(S(=O)(=O)N2CCOCC2)cc1NC(=O)CN1C(=O)NC(C)(c2ccccc2)C1=O (centres undefined),-0.2,-3,0,0.4,-6,0,-1,-7,-4,-1.3
Cc1nn(C)c(C)c1CN(C(=O)CCc1nnc(Cc2c[nH]c3ccccc23)o1)C(C)C,2.4,-12,-4,-0.9,1,0,20,13,1,0.1
O=C(c1ccc(OC2CCN(Cc3ccc(F)cc3)CC2)cc1)N1CCCC1,-0.5,-14,-1,0.5,-3,2,3,2,43,0.4
CC(C)CN1C(=O)CC(Sc2ccccc2C(=O)O)C1=O (centres undefined),-0.5,-1,-1,-0.4,-4,4,1,-6,0,-0.4
Cc1ccccc1Oc1cc(-n2ncc(Cl)c(Cl)c2=O)ncn1,-0.1,-6,-3,-0.7,-6,-17,15,-8,-10,-0.5
CCn1c(=O)cc(OCC(=O)NCC2CCCO2)c2ccccc21 (centres undefined),-1.4,-4,2,-0.7,0,-1,7,4,5,1.0
CCOc1ccc(CCNC(=O)CSCc2ccc(C)cc2)cc1OCC,-1.5,-15,0,-1.2,6,-1,1,-3,3,-1.2
CCOc1ccc(NC(=O)NCCN2CCN(c3cccc(C)c3C)CC2)cc1,-0.2,-1,-2,-0.9,-1,3,-4,6,-16,0.0
O=C(COC(=O)/C=C/c1cccc(Cl)c1)NC1CC1,-0.3,-1,0,-1.8,-1,-11,1,0,6,-0.1
Cc1csc(C2=C(O)CN(c3ccc4c(c3)OCCOCCOCCOCCO4)C2=N)n1,-1.5,-13,1,-1.3,-11,-1,-1,-9,5,-0.1
O=C(O)c1ccc(CSc2nc3ccccc3o2)cc1,0.6,1,8,-1.6,3,5,0,-5,-13,1.5
C=CCNC(=O)COc1coc(CN2CCN(Cc3ccccc3)CC2)cc1=O,-0.6,-2,0,0.3,2,1,-3,-5,-9,1.7
COc1ccc(Nc2nnc(SC(C(=O)Nc3ccc(OC)c(Cl)c3)c3ccccc3)s2)cc1 (centres undefined),0.5,0,-2,4.9,-9,2,-22,5,3,1.7
COC(=O)c1cc(C(=O)c2cc(F)ccc2O)cn2c(=O)c3c(C)c(C)sc3nc12,0.0,-5,0,2.1,-140,-16,-3,-10,-5,-0.5
Cc1ccc(C(C)(O)CS(=O)(=O)Cc2ccccc2Cl)cc1 (centres undefined),-0.8,-1,-2,-0.9,1,-4,-4,6,-10,-0.8
O=C(CSc1ncn[nH]1)NCCOc1ccccc1,-0.3,-1,-2,-1.4,9,-1,3,-11,-15,0.4
CCc1cc(=O)oc2c3c(cc(OCC(=O)NCCCn4ccnc4)c12)OC(C)(C)CC3,0.1,4,-1,0.5,0,7,1,11,7,1.8
C=CCN1C(=O)C(Cc2ccc(SC(F)F)cc2)SC1=Nc1ccc(C(=O)O)cc1 (centres undefined),3.3,0,1,0.6,2,5,-1,-3,-11,-1.3

# Bioassay records: PubChem, several laboratories
